RGS4 inh: inhibitors of human regulator of G protein signaling 4 | actives 0.039% (n = 390,000) | Potency, µM (top dose mostly 114 µM), without a hit: at the top dose activity change, negative = inhibition, hits mostly inhibitors | AID 504845 | Transcreener GDP fluorescence polarization, RGS4-accelerated GTP hydrolysis | P49798; further: potency means the concentration at half of the fitted maximal effect; on the % scale 0 is the no-effect control and ±100 the full control effect; nearly all actives have a fitted effect of over 75% in size; some results filed as inactive show a strong effect at the top dose
Target sequence (P49798 whole entry, looked up): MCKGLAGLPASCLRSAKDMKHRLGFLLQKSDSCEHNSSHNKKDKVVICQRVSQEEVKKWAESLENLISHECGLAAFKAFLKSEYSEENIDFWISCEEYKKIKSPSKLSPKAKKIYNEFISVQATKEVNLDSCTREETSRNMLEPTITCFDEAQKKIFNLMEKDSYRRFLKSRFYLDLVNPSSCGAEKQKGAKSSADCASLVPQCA
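MLSMR compounds (23 nl, pin-transferred) preincubated 10 min at room temperature with a 500nM (2x) first reagent, then RGS4 at 900nM (2x) plus Transcreener GDP mix added; fluorescence polarization (620/688 nm) read before and after 90 min at 30 °C.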
USP1 inh: inhibitors of human USP1/UAF1 deubiquitinase; O94782; recombinant USP1/UAF1, Ub-Rhodamine cleavage fluorescence; Potency, µM (series often up to 57.1 µM), for inactives: top-dose activity change, negative = inhibition, usual class: inhibitors; actives 0.23% (n = 390,000); AID 743255; further: potency means the concentration at half of the fitted maximal effect; on the % scale 0 is the no-effect control and ±100 the full control effect; nearly all actives have a fitted effect of over 60% in size; inactives centre near -12
Target sequence (O94782 whole entry, looked up): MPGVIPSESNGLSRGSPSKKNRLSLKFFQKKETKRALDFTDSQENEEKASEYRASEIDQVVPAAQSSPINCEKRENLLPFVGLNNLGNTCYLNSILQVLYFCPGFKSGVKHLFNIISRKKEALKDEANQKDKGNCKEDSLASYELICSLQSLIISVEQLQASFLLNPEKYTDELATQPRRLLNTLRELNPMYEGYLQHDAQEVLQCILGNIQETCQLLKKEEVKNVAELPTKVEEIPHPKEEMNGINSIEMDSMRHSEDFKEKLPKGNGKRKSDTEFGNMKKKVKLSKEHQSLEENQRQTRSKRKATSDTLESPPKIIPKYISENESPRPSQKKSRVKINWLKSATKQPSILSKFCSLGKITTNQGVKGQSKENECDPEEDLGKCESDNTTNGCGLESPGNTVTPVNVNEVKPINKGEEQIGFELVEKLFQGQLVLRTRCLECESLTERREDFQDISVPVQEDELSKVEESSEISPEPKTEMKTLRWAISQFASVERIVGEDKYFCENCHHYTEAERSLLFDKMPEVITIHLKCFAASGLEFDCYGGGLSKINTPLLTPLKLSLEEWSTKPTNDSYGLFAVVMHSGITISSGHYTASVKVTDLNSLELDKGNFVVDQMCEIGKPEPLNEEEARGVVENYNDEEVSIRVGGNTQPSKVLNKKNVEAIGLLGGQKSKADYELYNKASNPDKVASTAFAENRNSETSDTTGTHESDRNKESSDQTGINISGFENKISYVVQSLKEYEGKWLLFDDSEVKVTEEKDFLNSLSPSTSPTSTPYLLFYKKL
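1 nM enzyme complex + cpd, 15 min RT; start with Ub-Rho 150nM final; kinetic fluorescence ex 480/em 540, 6 reads q60 s. Buffer 50mM HEPES pH 7.8, 0.5mM EDTA, 0.1 mg/ml BSA, 1mM TCEP, 0.01% Tween-20.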
LDHA block: inhibitors of human lactate dehydrogenase A. purified LDHA, NADH/diaphorase-resazurin fluorescence; stronger effect = lower value. actives 0.15% (n = 480,000). activity change, % (values are at about 110 or 230 µM). P00338; in the data active means activity change below about -30%; inconclusive means mostly about -25% to -30%;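 further: plate controls were DMSO wells for no effect and wells without enzyme for full effect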
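Human LDH5 at 2 nM final in Tris HCl pH 7.4 with 0.06 mM NADH and 0.2 mM pyruvate, reacted 5 minutes at room temperature. Remaining NADH coupled via diaphorase/resazurin; resorufin fluorescence read at 0 and 20 minutes, normalized to enzyme-free and DMSO wells.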
Vif-APOBEC3G blk: Vif-A3G binding inhibition. Q9HC16. HeLa A3G-eYFP + Vif (tagged APOBEC3G with the HIV-1 protein that degrades it), YFP fluorescence, overnight. Potency, µM (highest dose often 46.1 µM), inactives show at the top dose activity, negative = active, most hits filed as inhibitors. actives 0.076% (n = 410,000). AID 602310;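 further: potency means the concentration at half of the fitted maximal effect; on the % scale 0 is the no-effect control and ±100 the full control effect; nearly all actives have a fitted effect of over 60% in size; hits raise eYFP signal because A3G escapes Vif-driven loss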
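HeLa cells stably expressing Vif and C-terminally eYFP-tagged A3G, seeded overnight at 37 deg C, then exposed to compound by pintool overnight at 37 deg C. Rise in yellow fluorescence (Ex 488/Em 500-530, Acumen) marks blocked Vif-driven A3G degradation.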
TrxR1 substrate: substrates of rat thioredoxin reductase 1; O89049; purified TrxR1 substrate turnover, NADPH consumption readout; Potency, µM (highest dose often 114 µM), inactives show at the highest dose activity change, negative = substrate turnover; actives 0.01% (n = 390,000); further: potency means the concentration at half of the fitted maximal effect; on the % scale 0 is the no-effect control and ±100 the full control effect; nearly all actives have a fitted effect of over 50% in size
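Rat TrxR1, dispensed at 90 nM, was prereduced with 400 uM NADPH (final) for 5 min at ~22 deg C, then incubated with compound 15 min before 400 uM selenite. A first-read NADPH fluorescence drop versus no-compound background flagged substrates.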
Vif-A3F inh: blocks the Vif interaction with APOBEC3F. HeLa A3F-eYFP + Vif (tagged APOBEC3F with the HIV-1 protein that degrades it), YFP fluorescence increase. Potency, µM (doses to about 46.1 µM), for the others: top-dose activity, negative = active. actives 0.2% (n = 390,000); further: potency means the concentration at half of the fitted maximal effect; % of control where 0% means no effect; nearly all actives have a fitted effect of over 65% in size
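HeLa cells stably expressing Vif plus C-terminally eYFP-tagged A3F were seeded, incubated overnight at 37 deg C, dosed with compound, incubated overnight again at 37 deg C. Yellow fluorescence (Ex 488/Em 500-530) reported blocked Vif-mediated A3F-eYFP degradation.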
TrxR1 inh: blocks rat thioredoxin reductase 1 | recombinant rTrxR1, NADPH fluorescence consumption, selenite substrate | actives 1% (n = 390,000) | Potency, µM (doses to about 114 µM), for the others: at the top dose activity change, negative = inhibition, usual class: inhibitors | O89049; further: potency means the concentration at half of the fitted maximal effect; on the % scale 0 is the no-effect control and ±100 the full control effect; nearly all actives have a fitted effect of over 65% in size
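Rat TrxR1 (90 nM in the dispensed reagent) was pre-reduced with 400 uM NADPH for 5 min at room temperature, then incubated with compound for 15 min. After 400 uM selenite was added, NADPH fluorescence (Ex 340/Em 450 nm) was followed for 8 min.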
IDH1 R132H inh: blocks human mutant IDH1 R132H enzyme; O75874; actives 0.093% (n = 390,000); Potency, µM (titrated, usually from 76.6 µM), for the others: at the highest dose activity change, negative = inhibition, usual class: inhibitors; IDH1-R132H enzyme, NADPH consumption, diaphorase/resazurin fluorescence; further: potency means the concentration at half of the fitted maximal effect; on the % scale 0 is the no-effect control and ±100 the full control effect; nearly all actives have a fitted effect of over 65% in size
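IDH1-R132H (0.5 ug/mL) preincubated 30 min with compound, then NADPH (0.016 mM) and alpha-KG (2 mM) added; 80 min at RT, pH 7.5. Remaining NADPH coupled via diaphorase/resazurin to fluorescence (540/590 nm); concentration-response curves normalized to no-enzyme control.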
Glioma ERSR ind: induces the endoplasmic reticulum stress response in human glioma cells. U87-MG GRP78 promoter luciferase reporter, 16 h. Potency, µM, without a hit: at the top dose activation, hits mostly activators. actives 0.02% (n = 420,000). AID 602332; further: potency means the concentration at half of the fitted maximal effect; series mostly up to about 76 µM; % of control where 0% means no effect; nearly all actives have a fitted effect of over 35% in size
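Stably transfected U87-MG glioma cells carrying a GRP78-based luciferase sensor; 16 h compound incubation. Luminescence end-point read 10 min after Bright-Glo addition at room temperature.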
* = called active by the depositor; u = inconclusive; x = no result given; & = joins results of further samples; [ ] = remark or other dose. Unless noted, the call rests on the fitted dose curve; in most records, active means well fitted curve in the direction sought with a large enough effect; inconclusive means small, poorly fitted or top-dose-only effect, or another doubt; inactive means no such curve, though single readings can be large; an effect the other way counts as inactive or inconclusive. Some of the compounds tested, so the mix of outcomes need not match the whole.

smiles,Vif-APOBEC3G blk,RGS4 inh,Vif-A3F inh,TrxR1 inh,LDHA block,IDH1 R132H inh,TrxR1 substrate,USP1 inh,Glioma ERSR ind
O=C(CN1CCN(Cc2cccc3ccccc23)CC1)NCCc1ccccc1,-5.3%,8.5%,-1.4%,18.6%,-0.1,-0.3%,4.6%,-21.1%,-3.9%
COc1ccc(N(CC(=O)NC2CCCCC2)S(=O)(=O)c2c(C)[nH]c(=O)[nH]c2=O)cc1,1.9%,-2.1%,3.2%,23.3%,-1.1,3.2%,6.7%,-11.5%,-3.1%
COc1ccc(-c2csc(Nc3ccc(S(N)(=O)=O)cc3)n2)cc1,u,u,-32.1%,-13.4%,0.0,-8.3%,0.3%,-18.0%,u
COc1ccc(N2CCN(C(=O)COC(=O)c3oc4ccc(OC)cc4c3C)CC2)cc1,-0.1%,-18.4%,-1.8%,13.9%,-5.5,2.3%,9.9%,-21.8%,-2.8%
O=C(c1ccccc1F)N1CCN(S(=O)(=O)c2ccc3ccccc3c2)CC1,9.2%,11.9%,-11.3%,14.8%,-0.1,-0.5%,5.0%,-21.2%,-3.4%
Cc1ccc(Nc2cc(Cl)nc(N)n2)c([N+](=O)[O-])c1,1.6%,8.7%,-1.8%,15.8%[57.1 µM],-7.1,10.3%,8.2%[57.1 µM],-6.8%,9.5%
CC1CN(c2ccccn2)C(C)CN1C(=S)Nc1ccccc1 (stereo not given),-0.8%,13.5%,10.4%,5.5%[11.4 µM],-0.9,4.0%,11.7%[57.1 µM],-10.6%,-4.8%
Cc1ccc(S(=O)(=O)N2CCN(c3ccnc4cc(Cl)ccc34)CC2)cc1C,-7.5%,-15.4%,14.0%,-20.8%,-1.4,-5.6%,0.2%,-10.6%,-5.6%
CC(C)(C)OC(=O)N1CCC[C@H]1c1nnc(SCC(=O)Nc2cccc(Cl)c2)o1,-1.4%,5.0%,-4.0%,4.5%,-3.6,0.0%,-0.6%,-10.9%,-3.5%
COc1cc(C(=O)OC2CC3CCC2(C)C3(C)C)ccc1OC(C)=O (stereo not given),-3.3%,15.8%,4.6%,12.1%,1.1,-6.5%,0.4%,-10.7%,3.7%
CCOC(=O)c1ccc(NC(=O)Cc2ccc(-n3c(CC)nc4cccnc43)cc2)cc1,-12.7%,-11.2%,4.0%,1.6%,-2.9,-0.7%,0.2%,15.8%,-0.7%
O=C1CCC(c2ccccc2)(C2CCN(Cc3ccccc3)CC2)C(=O)N1 (stereo not given),-3.5%,11.9%,9.5%,-8.7%,-6.8,-8.5%,-4.3%,10.9%,-2.2%&-4.9%&-3.3%
CCCNC(=O)c1cccc(COCC(F)(F)F)c1,0.3%,21.6%,-11.1%,7.6%[57.1 µM],-6.5,-2.3%,-0.4%[57.1 µM],4.4%,-1.9%
Cc1ccc(C)n1-n1c(C)nc2sc3c(c2c1=O)CCCCC3,-0.2%,-7.2%,-4.3%,-3.6%,-3.5,-2.0%,-7.0%,-12.6%,-3.4%
Cc1ccc2c(c1)N(CCCC(=O)Nc1cccc(C(F)(F)F)c1)C(=O)CO2,-7.4%,u,u,-4.6%&-0.2%,1.2&-5.4,5.8%,-10.7%&-12.6%,-20.7%&-17.9%,-5.2%
COC(=O)C(C)NC(=O)C(C)NC(=O)OCc1ccccc1 (stereo not given),-1.0%,15.9%[11.4 µM],3.2%,20.2%[57.1 µM],-3.4,0.8%,11.7%[57.1 µM],-8.3%,-4.1%
CCOC(=O)c1ccc2ncc(C(=O)OCC)c(NCCCN3CCOCC3)c2c1,-1.3%,2.8%,-8.0%,u,-3.2,-0.1%,0.9%,4.9%,1.0%
CCc1cc2c(NCc3ccccc3)nc(C)nc2s1,-13.3%,-13.5%,4.9%,30.9%,0.2,-4.5%,1.3%,-18.9%,-3.3%
CCOC(=O)c1sc2ccc(S(=O)(=O)N3CC(C)CC(C)C3)cc2c1N (stereo not given),-2.5%,-25.5%,5.7%,-29.5%,-3.3,1.1%,3.5%,-18.2%,-3.5%
O=C(C[n+]1cccc2cc(Cl)ccc21)c1ccc2ccccc2c1,u,x,x,-7.1%,-2.6,x,-4.1%[0.0914 µM],x,-1.6%
COc1ccc(S(=O)(=O)CCC(=O)NCCc2ccc(Cl)cc2)cc1,-0.5%,31.0%,-3.4%,4.6%,-3.5,9.0%,-5.9%,-1.7%,-2.2%
O=C(CSc1nc2c(c(=O)n1-c1ccccc1)SCC2)NCC1CCCO1 (stereo not given),1.3%,-0.5%,12.7%,-1.4%,1.3,-4.2%,-6.0%,1.7%,-2.6%
O=C(NC1CCCCC1)[C@@H]1CC=C[C@@H]2CCN(C3CCCCC3)C(=O)[C@@H]21,-7.5%&0.4%,-8.1%,-8.2%,10.0%&-6.3%,-3.5,-6.6%,1.4%&-3.2%,-15.6%,-0.6%&-1.7%
O=Cc1cnc2ccccc2c1-c1ccccc1,2.8%,-28.7%,-9.3%,7.1%,-2.7,-0.1%,0.4%,-12.9%,-4.3%
CC(C)(C)C1C/C(=C/c2ccco2)C(=O)/C(=C/c2ccco2)C1 (stereo not given),-4.9%,u,3.4%,u,3.9,8.4%,-15.5%,-24.2%,-5.4%
Cc1ccc(S(=O)(=O)NC(CC(C)C)C(=O)NCC(c2ccco2)N2CCCCC2)cc1 (stereo not given),-8.0%,23.6%,u,2.6%,0.1,7.3%,0.6%,-2.1%,-13.8%
COc1ccc(Cl)cc1NS(=O)(=O)c1cccc(C(=O)NC2CCN(Cc3ccccc3)CC2)c1,2.4%,12.1%,-7.7%,17.6%,-14.4,-12.5%,-3.4%,-0.9%,-5.2%
CCc1cc2c(=O)n3c(nc2s1)-c1[nH]c2ccc(OC)cc2c1CC3,3.1%,-6.2%,-13.3%,8.4%,0.4,5.3%,4.7%,-7.3%,3.5%
Cc1cc(O)c(C(C)C)cc1NC(=O)Nc1cccc2ccccc12,-2.0%,-0.6%,0.5%,12.8%,11.0,2.1%,0.8%,-15.0%,-2.6%
c1ccc(COc2ccc(-c3csnn3)cc2)cc1,6.7%,11.3%,3.5%,16.7%[57.1 µM],-3.5,0.9%,15.3%[57.1 µM],-9.0%,1.3%
O=C(NCc1cccs1)C(=O)c1c[nH]c2ccccc12,-2.0%,0.8%,1.2%,-6.5%,-7.1,-10.6%,-12.5%,-7.8%,2.8%
O=C(COC(=O)c1c2c(nc3ccccc13)CCCCC2)c1ccc(Cl)s1,-8.0%,19.5%,1.8%,6.4%[57.1 µM],-1.2,18.3%,-9.6%,-5.7%,-2.5%
Cn1cc(-c2cc3n(n2)CCC(=O)N3CCCC(=O)Nc2ccccc2F)c2ccccc21,-3.7%,-19.3%,4.5%,5.5%[57.1 µM],-1.7,-13.0%,2.2%[57.1 µM],-6.6%,-3.7%
CC(Oc1ccccc1)C(=O)Nc1ccc(C(=O)OCc2cc(=O)n3nc(C(C)C)sc3n2)cc1 (stereo not given),-15.1%,-2.9%,-4.1%,9.9%[57.1 µM],1.2&-3.1,-11.3%,2.1%[57.1 µM],-11.9%,-1.5%
CC(C)(C)C(=O)Nc1cccc(C(=O)Nc2cc(C(=O)O)cc(C(=O)O)c2)c1,1.5%,-10.9%,-0.5%,4.0%,-2.2,5.8%,-4.2%,-16.0%,-6.1%
Cc1cc(NC(=O)c2cccs2)ncc1NC(=O)C(C)C,-1.9%,-28.0%,-1.3%,3.1%[57.1 µM],3.8,-0.5%,-9.9%[57.1 µM],-29.8%,-6.2%
O=C(O)c1c[nH]c2c(C(F)(F)F)cccc2c1=O,1.1%,-20.7%,-3.6%,-0.3%,5.0,4.9%,5.2%,-22.4%,-0.1%
COc1ccccc1Cn1cc(C(=O)c2ccccc2)c(=O)c2cc(OC)c(OC)cc21,-0.8%,-18.1%,-3.4%,19.1%,-4.4,-35.7%,-0.3%,-15.8%,-1.4%
COc1cc(/C=C/C(=O)OCC(=O)c2ccc[nH]2)cc(OC)c1OC,-6.7%,-18.9%,2.5%,-13.2%,-2.0,0.2%,11.5%,-6.1%,0.5%
O=C(COc1ccc(Cl)cc1[N+](=O)[O-])NC1CCCCC1,2.2%,-5.7%,0.4%,8.2%,-0.4,3.7%,-1.5%,-0.1%,4.0%
Cc1ccc(NC(=O)COC(=O)CCc2ccc(S(=O)(=O)N3CCOCC3)cc2)c(C)c1,-3.0%,-14.4%,-2.3%,-13.4%,-1.5,1.7%,-4.6%,-9.6%,-2.8%
COc1cccc(NC(=O)CCC2CCN(C(=O)c3cncs3)CC2)c1,-1.1%,-9.6%,2.9%,-1.4%,-3.4,1.9%,-0.7%,-25.3%,-0.8%
Cc1ccc(S(=O)(=O)NCCC(=O)NC(C)CCc2ccccc2)cc1 (stereo not given),-0.6%,7.5%,1.6%,1.5%[57.1 µM],-4.1,0.0%,2.1%[57.1 µM],-26.7%,-3.2%
